B2AR arrestin – agonists driving beta-arrestin recruitment to human beta2-adrenergic receptor; beta-arrestin recruitment to beta2AR, cell-based reporter; hit rate 0.02% among 330,000; Potency, µM (doses to about 46.1 µM), for inactives: at the highest dose activation, actives largely listed as activators; P07550;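 also: potency is read from the fitted curve at half-maximal effect; 0% = DMSO controls and full agonism = EC100 isoproterenol or metaproterenol; nearly all actives have a fitted effect of over 65% in size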
Target sequence (P07550 whole entry, looked up): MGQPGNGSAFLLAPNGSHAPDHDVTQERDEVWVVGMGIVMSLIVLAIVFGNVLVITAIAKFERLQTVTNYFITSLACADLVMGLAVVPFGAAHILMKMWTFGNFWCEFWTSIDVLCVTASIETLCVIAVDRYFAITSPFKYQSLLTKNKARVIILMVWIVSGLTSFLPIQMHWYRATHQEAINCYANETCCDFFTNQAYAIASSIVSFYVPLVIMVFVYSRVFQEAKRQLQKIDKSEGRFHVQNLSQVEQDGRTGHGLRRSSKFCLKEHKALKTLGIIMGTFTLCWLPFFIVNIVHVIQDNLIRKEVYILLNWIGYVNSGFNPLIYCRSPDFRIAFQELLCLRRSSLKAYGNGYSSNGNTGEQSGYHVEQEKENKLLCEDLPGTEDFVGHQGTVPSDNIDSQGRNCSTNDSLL
p53 reactivation – mutant p53 re-activation in reporter cells. H1299 p53-A138V BP100-luciferase reporter, luminescence, 24 h. hit rate 0.063% among 320,000. AID 504706. Potency, µM (titrated, usually from 92.2 µM), for inactives: at the highest dose activity change, positive = activation, actives largely listed as activators; also: potency is read from the fitted curve at half-maximal effect; % of control where 0% means no effect; nearly all actives have a fitted effect of over 45% in size
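p53-null H1299 cells stably carrying temperature-sensitive p53-A138V and a BP100-luciferase reporter were pinned with compounds (4-point, 1:5 series) and held 24 hrs at 37 deg C. Luminescence was read 10 min after detection reagent.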
TCR activator – activators of T cell receptors; Potency, µM (doses to about 9.22 µM), without a hit: at the highest dose activation of IL-2 secretion, usual class: activators; 330,000 tested, under 10 active; primary human leukocytes, anti-CD3, IL-2 HTRF, 48 h; AID 504894; also: % of control where 0% means no effect
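HTRF read-out of IL-2 secretion: europium cryptate donor excited at 320nm, d2 acceptor emission at 665nm. Cells were primary human leukocytes incubated 48 hr with compounds and a-CD3 beads, supplying TCR signal only.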
A-T KAP1 phos – potential ataxia-telangiectasia treatment; […] A-T fibroblasts, KAP-1 phosphorylation AlphaLISA; neocarzinostatin DNA damage 30 min before lysis; Potency, µM (highest dose often 57.5 µM), for the others: at the highest dose activation, most hits filed as activators; hit rate 0.19% among 320,000; also: potency is read from the fitted curve at half-maximal effect; % of control where 0% means no effect; nearly all actives have a fitted effect of over 45% in size
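ATM-like activity read as KAP-1 phosphorylation via AlphaLISA donor/acceptor antibody pairs after lysis and 6 hr at 25C. Cells were ATM-null patient fibroblasts ([…], hTERT), dosed 60 min, then exposed to the DSB inducer NCS for 30 min.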
ELG1 DNA repair – ELG1-dependent DNA repair inhibition. hit rate 2.3% among 330,000. Potency, µM (top dose mostly 46.1 µM), for inactives: at the highest dose activity change, negative = inhibition, hits mostly inhibitors. HEK293T ELG1-luciferase reporter, luminescence, 16 h; DNA damage induced by 5-fluorouridine; also: potency is read from the fitted curve at half-maximal effect; % is scaled to controls: 0 for no effect and ±100 for the full control effect; nearly all actives have a fitted effect of over 55% in size
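Step one: seed 2,000 cells per well. Step two: pin-transfer compound or DMSO alongside 5-fluorouridine. Step three: incubate 16 hr, 37 °C, 5% CO2. Step four: add ONE-Glo, wait 30 min, read luminescence.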
TRPV1 ag – human TRPV1 agonism; Q8NER1; TRPV1-expressing cells, Fluo-8 calcium influx, agonist mode; activation, % at 8.33 µM; hit rate 0.19% among 320,000; in the data active = activation above about 80%; inconclusive = between about 30% and that limit; also: 0% is about no effect
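TRPV1-expressing cells were cultured overnight at 35.5C and loaded with Fluo-8 calcium dye for 40 to 90 min at room temperature. After a 10 s baseline, compound was added and calcium influx was read kinetically for 3 min (ex 480/em 520 nm).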
BRCA1 expr up – increases BRCA1 expression | AID 624202 | MCF7-BRCA1-FFLuc reporter, luminescence, 48 h; response scale: scaled: vehicle 0%, 10 µM genistein 100% | Potency, µM (series often up to 46.1 µM), without a hit: at the top dose activation, hits mostly activators | hit rate 1.1% among 380,000; also: potency is read from the fitted curve at half-maximal effect; nearly all actives have a fitted effect of over 80% in size; some results filed as inactive show a strong effect at the top dose
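Cells: MCF7-BRCA1-FFLuc, 2000/well. Exposure: 48 h, 37 °C, 5% CO2. Read: luminescence, 15 min post-substrate. Controls: genistein 10 microM (maximal activation), DMSO (neutral).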
PTAP TSG101 blk – blocks PTAP/TSG101 interaction to inhibit HIV-1 budding | Q99816 | Fluorescence polarization, FITC-PTAP peptide / Tsg101 binding | Potency, µM (series often up to 115 µM), inactives show at the top dose activity change, negative = inhibition, hits mostly inhibitors | 340,000 tested, under 10 active | AID 493005; active = well fitted inhibition curve with a large enough effect in the main read-out, with a control signal flat, not every such curve was filed as active; inconclusive = small, poorly fitted or top-dose-only effect, or effect the other way, or a change in a side signal; inactive = no such curve, though single readings can be large or run the other way; also: potency is read from the fitted curve at half-maximal effect; % of control where 0% means no effect
Target sequence (Q99816 whole entry, looked up): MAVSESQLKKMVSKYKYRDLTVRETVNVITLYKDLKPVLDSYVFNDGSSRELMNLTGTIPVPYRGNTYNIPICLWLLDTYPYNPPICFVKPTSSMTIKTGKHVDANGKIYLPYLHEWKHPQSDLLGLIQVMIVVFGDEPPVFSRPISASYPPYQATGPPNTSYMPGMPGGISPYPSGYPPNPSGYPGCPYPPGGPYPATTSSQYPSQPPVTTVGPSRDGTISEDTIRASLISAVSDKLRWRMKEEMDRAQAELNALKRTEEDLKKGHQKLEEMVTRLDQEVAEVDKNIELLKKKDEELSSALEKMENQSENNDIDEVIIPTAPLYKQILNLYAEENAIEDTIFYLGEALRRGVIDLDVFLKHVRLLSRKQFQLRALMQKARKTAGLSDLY
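Tsg101 binding domain (10 uM final) was mixed with compound and a FITC-labeled PTAP peptide (50 nM final) in HEPES pH 7.5 buffer with NaCl, Tween 20, EDTA and TCEP; fluorescence polarization was read after 20 min at r.t.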
Integrin act MD – integrin-mediated muscular dystrophy alleviation activation | alpha7betagal myoblasts, beta-gal FDG fluorescence, 48 h | Potency, µM (highest dose often 38.3 µM), for the others: at the highest dose activation, usual class: activators | hit rate 0.064% among 350,000 | AID 624291;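 also: potency is read from the fitted curve at half-maximal effect; 100% = response of the positive control SU9516; nearly all actives have a fitted effect of over 60% in size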
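Alpha7betagal+/- myoblasts (passage 13) were plated 16-24 hr, then exposed to compounds (1:260 dilution of DMSO stock) for 48 hours at 37C. After MPER lysis, β-galactosidase reporter activity was read as FDG fluorescence (ex 480/em 540) after 30 minutes.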
MLL CXXC-DNA inh – blocks binding of human MLL CXXC domain to DNA | Q03164 | MLL-CXXC / FITC-HOXA9 DNA fluorescence polarization | Potency, µM (top dose mostly 115 µM), inactives show at the highest dose activity change, negative = inhibition, usual class: inhibitors | hit rate 0.037% among 290,000; active = well fitted inhibition curve with a large enough effect in the polarisation, with a control signal flat, not every such curve was filed as active; inconclusive = small, poorly fitted or top-dose-only effect, or effect the other way, or a change in a side signal; inactive = no such curve, though single readings can be large or run the other way; the % refers to the polarisation; also: potency is read from the fitted curve at half-maximal effect
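Purified MLL-CXXC (added from a 7 uM solution) was preincubated 5 min at ambient with pinned compounds in 50 mM Tris-HCl pH 7.5, 50 mM NaCl, 1 mM DTT, 0.05% BSA. Fluorescein-labeled HOX-A9 DNA (50 nM solution) followed, 30 min, then polarization read.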
* hit, by the source's call; ? = inconclusive; . = not tested or not shown; [ ] = another dose, or the depositor's remark. Unless noted, calls follow the shape of the dose curve; as a rule, active = well fitted curve in the direction sought with a large enough effect; inconclusive = small, poorly fitted or top-dose-only effect, or another doubt; inactive = no such curve, though single readings can be large; an effect the other way counts as inactive or inconclusive.

item	SMILES	B2AR arrestin	p53 reactivation	TCR activator	A-T KAP1 phos	ELG1 DNA repair	TRPV1 ag	BRCA1 expr up	PTAP TSG101 blk	Integrin act MD	MLL CXXC-DNA inh
1	COc1ccc(-c2cc(C(=O)Nc3cc(C)nn3-c3ccccc3)no2)cc1	-0.3%	?	-4%	.	23%	0	2%	-3%	15%	14%
2	Cc1ccccc1OCC(=O)Nc1ccccc1N1CCOCC1	-1.1%	-8%	-8%[46.1 µM]	3%	?	?	-14%	-1%	-9%	2%
3	c1ccc(-c2cn3nc(-c4ccccc4)sc3n2)cc1	.	.	0%	.	.	.	39%	-2%	13%	.
4	COc1ccc(N2CCN(C(=O)Cn3ncc4c([nH]c5ccccc54)c3=O)CC2)cc1	-0.1%	-7%	2%	9%	6%	-2	-12%	0%	-8%	-3%
5	CCCCNc1ncnc2sc3c(c12)CCN(CCC)C3	0.3%	-5%	-4%	-2%	?	-3	-2%	-3%	18%	-13%
6	O=C(COC(=O)c1ccc2c(c1)OCCO2)NCCc1ccc(F)cc1	0.1%	18%	-3%	-10%	22%	.	14%	-3%	-24%	.
7	COCCN1C=C(C(=O)OC)C(c2cc3c(cc2Br)OCO3)C(C(=O)OC)=C1	-0.1%	-20%	.	2%	21%	9	-24%	-8%	-2%	2%
8	Cc1cc(C(=O)NNC(=O)c2ccc(C(F)(F)F)cc2)no1	-0.5%	2%	-5%	2%	0%	-5	17%	1%	16%	-21%
9	CC(Sc1n[nH]c(N)n1)C(=O)Nc1cccc(S(=O)(=O)N2CCOCC2)c1 (stereo unspecified)	-0.1%	-2%	-5%	6%	-3%	1	8%	-3%	21%	-5%
10	CC(C)CCOCC1CC2(CC(C)(c3csc(N)n3)OC2=O)C(=O)O1 (stereo unspecified)	-0.3%	0%	3%	11%	3%	-2	0%	-5%	21%	0%
11	COc1ccc(NC(=O)c2cn(C)c(=O)c3cc(OC)c(OC)cc23)cc1OC	-0.1%	-3%	-1%	-3%	-24%	-1	-27%	-1%	-14%	17%
12	COCCOC(=O)c1c(C)oc2ccc(OCc3cc(C(=O)OC)oc3C)cc12	6.8%	4%	0%	3%	?	1	3%	-6%	11%	9%
13	COc1ccc(NC(=O)c2sc3nc(-c4cccnc4)ccc3c2N)cc1OC	-0.1%	-3%	2%	-1%	-1%	1	27%	?	?	?
14	CCOC(=O)C(C)Oc1cccc2c(=O)n(CC(=O)NCc3ccco3)ccc12 (stereo unspecified)	-0.8%	0%	5%[46.1 µM]	7%	12%	-3	-48%	2%	-30%	-11%
15	CC(=O)Nc1cccc(OCc2ccc(F)cc2)c1	-0.3%	-1%	3%	3%	?	14	44%	-2%	-15%	0%

The listing continues.
item	SMILES	B2AR arrestin	p53 reactivation	TCR activator	A-T KAP1 phos	ELG1 DNA repair	TRPV1 ag	BRCA1 expr up	PTAP TSG101 blk	Integrin act MD	MLL CXXC-DNA inh
16	CS(=O)(=O)Cc1ccc(C(=O)N2CCN(C(=O)c3cccs3)CC2)cc1	0.4%	-1%	-3%	1%	0%	.	4%	0%	19%	.
17	CN(CCc1ccccn1)C(=O)Nc1ccc(Cl)cc1	.	.	9%	.	.	3	97%	-5%	13%	2%
18	COC(=O)c1sc2ncccc2c1OCc1ccc(Cl)cc1Cl	7.3%	-4%	-6%	-7%	4%	-1	-2%	0%	21%	89%[activator]
19	C=CCC1NS(=O)(=O)OCC1NC(=O)OCC(Cl)(Cl)Cl (stereo unspecified)	-0.8%	.	8%	5%	-1%	4	2%	-2%	-16%	2%
20	N#C/C(=C/c1cn[nH]c1-c1ccc(Br)cc1)C(=O)O	-0.3%	5%	5%	-1%	3%	-2	-14%	-3%	0%	13%
21	CC1CN(CCOCCSc2ccc(Cl)cc2)CC(C)O1 (stereo unspecified)	-0.2%	.	.	0%	-7%	0	15%	-3%	?	-1%
22	CC(=O)Nc1nonc1-c1nc2ccccc2n1Cc1nnc(C)o1	-0.4%	1%	3%	16%	-13%	-1	1%	-4%	-19%	-8%
23	O=C(CNc1cccc2ccccc12)N/N=C/c1ccc(OC(=O)/C=C/c2ccco2)cc1	-0.7%	-10%	0%[46.1 µM]	5%	-28%	4	-44%	-8%	3%	3%
24	COc1ccccc1OCCNC(=O)c1cc(C2CC2)nc2c1cnn2C(C)C	-0.1%	4%	4%	12%	13µM*	0	-25%	-2%	-7%	.
25	COc1ccc(NC(=O)c2cccc(N3C(=O)NC4CC3(C)Oc3ccccc34)c2)cc1 (stereo unspecified)	-0.2%	0%	.	3%	-14%	-4	-29%	-7%	-22%	12%
26	O=C1c2cc([N+](=O)[O-])cc3cc([N+](=O)[O-])cc(c23)C(=O)N1c1ccccn1	-0.5%	-1%	-1%[46.1 µM]	6%	?	-7	-11%	-4%	-50%[inhibitor]	?
27	CCOC(=O)Cn1nc(C(F)F)c(Br)c1C	0.0%	2%	0%	2%	7%	-2	1%	2%	9%	0%
28	Cc1ccc(CS(=O)Cc2ccc(C(=O)NC3CCCCCC3)o2)cc1 (stereo unspecified)	-0.1%	-6%	0%	15%	10%	2	-1%	2%	-1%	-6%
29	Cc1cc(C)c(Cc2c(C)nc3c(C(=O)NCc4ccco4)cnn3c2C)c(C)c1	-0.9%	-9%	2%	-4%	7.3µM*	0	-91%	-3%	-28%	-4%
30	Cc1cc(C)n2nc(C(=O)OCC(=O)NCc3ccccc3)nc2n1	-0.3%	1%	.	-2%	13%	4	0%	0%	-2%	.
31	COC(=O)C1C2CCCCC1C(=O)O2 (stereo unspecified)	.	.	-8%	.	.	.	-4%	-1%	8%	.
32	COc1ccc(/C=C\c2onc(C)c2S(=O)(=O)N2CCC(C(=O)NCc3ccco3)CC2)cc1	0.8%	3%	-1%	82%	-8%	?	-23%	0%	12%	24%

9 compounds out of the list, ordered by number of heavy atoms, low to high.
item	SMILES	B2AR arrestin	p53 reactivation	TCR activator	A-T KAP1 phos	ELG1 DNA repair	TRPV1 ag	BRCA1 expr up	PTAP TSG101 blk	Integrin act MD	MLL CXXC-DNA inh
31	COC(=O)C1C2CCCCC1C(=O)O2 (stereo unspecified)	.	.	-8%	.	.	.	-4%	-1%	8%	.
27	CCOC(=O)Cn1nc(C(F)F)c(Br)c1C	0.0%	2%	0%	2%	7%	-2	1%	2%	9%	0%
21	CC1CN(CCOCCSc2ccc(Cl)cc2)CC(C)O1 (stereo unspecified)	-0.2%	.	.	0%	-7%	0	15%	-3%	?	-1%
6	O=C(COC(=O)c1ccc2c(c1)OCCO2)NCCc1ccc(F)cc1	0.1%	18%	-3%	-10%	22%	.	14%	-3%	-24%	.
9	CC(Sc1n[nH]c(N)n1)C(=O)Nc1cccc(S(=O)(=O)N2CCOCC2)c1 (stereo unspecified)	-0.1%	-2%	-5%	6%	-3%	1	8%	-3%	21%	-5%
1	COc1ccc(-c2cc(C(=O)Nc3cc(C)nn3-c3ccccc3)no2)cc1	-0.3%	?	-4%	.	23%	0	2%	-3%	15%	14%
14	CCOC(=O)C(C)Oc1cccc2c(=O)n(CC(=O)NCc3ccco3)ccc12 (stereo unspecified)	-0.8%	0%	5%[46.1 µM]	7%	12%	-3	-48%	2%	-30%	-11%
29	Cc1cc(C)c(Cc2c(C)nc3c(C(=O)NCc4ccco4)cnn3c2C)c(C)c1	-0.9%	-9%	2%	-4%	7.3µM*	0	-91%	-3%	-28%	-4%
32	COc1ccc(/C=C\c2onc(C)c2S(=O)(=O)N2CCC(C(=O)NCc3ccco3)CC2)cc1	0.8%	3%	-1%	82%	-8%	?	-23%	0%	12%	24%
